Assay outcomes (PubChem BioAssay)
CYP2C9 inh: blocks human cytochrome P450 2C9; P11712; CYP2C9 Supersomes, luciferin-H conversion, luminescence; inhibition, % at 5 µM; 96,000 tested, 20% active; AID 777;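 active = blocking of liver enzyme CYP2C9 beyond about 50% at 5 µM, limit read from the data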; note: values of inactives mirror those of a sister screen read the other way
Target sequence (P11712 whole entry, looked up): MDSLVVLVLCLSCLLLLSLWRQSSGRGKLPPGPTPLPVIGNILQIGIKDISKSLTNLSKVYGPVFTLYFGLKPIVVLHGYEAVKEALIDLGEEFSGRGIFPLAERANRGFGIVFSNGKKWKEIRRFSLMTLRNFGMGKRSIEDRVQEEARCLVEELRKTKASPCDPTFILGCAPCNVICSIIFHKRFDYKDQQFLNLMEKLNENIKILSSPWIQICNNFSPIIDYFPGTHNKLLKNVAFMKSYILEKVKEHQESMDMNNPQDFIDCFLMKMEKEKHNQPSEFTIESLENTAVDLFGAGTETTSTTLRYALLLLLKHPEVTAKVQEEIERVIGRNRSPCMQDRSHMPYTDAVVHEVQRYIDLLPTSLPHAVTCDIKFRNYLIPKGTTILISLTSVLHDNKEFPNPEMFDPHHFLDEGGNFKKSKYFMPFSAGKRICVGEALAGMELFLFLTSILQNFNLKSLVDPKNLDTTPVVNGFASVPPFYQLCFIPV
EphB4 antag: blocks human EphB4 binding to ephrin-B2; AID 720; 97,000 tested, 0.15% active; EphB4 LBD / TNYL-RAW-Alexa532 peptide, fluorescence polarization; inhibition, % at 7 µM;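 active = inhibition above the screen-wide mean inhibition plus 3 SD, cut at about 15% in these data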;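 note: 0% = DMSO wells and 100% = excess unlabeled TNYL-RAW peptide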
PLK1 PBD inh: Plk1 (human) PBD binding inhibition | inhibition, %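 (tested at about 20 µM)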 | P53350 | 97,000 tested, 0.13% active | Plk1 PBD phosphopeptide binding, fluorescence polarization | AID 693; in the data active = inhibition above about 34%, passing the limit was not always enough
CYP2C9 act: increases human cytochrome P450 2C9 activity. P11712. recombinant CYP2C9, luciferin-H conversion, luminescence; active compounds read high; factor 1 = untreated enzyme, 0 = blocked. activation factor at 5 µM. 96,000 tested, 1.4% active. AID 1024;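 active = activation factor of 2 or more for CYP2C9 at a 5 µM dose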;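 note: 0 = sulfaphenazole-blocked wells and 1 = vehicle-only wells; values of inactives mirror those of a sister screen read the other way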
CYP2C19 activ: activators of human cytochrome P450 2C19. P33261. recombinant CYP2C19, luciferin-H EGE luminescence; active compounds read high; 0 = fully inhibited enzyme, 1 = untreated enzyme. activation factor at 5 µM. 96,000 tested, under 10 active. AID 1025;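 active = activation factor of at least 2 at 5 µM in the primary screen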;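 note: 0 = wells with 2.5 mM tranylcypromine and 1 = vehicle-only wells; values of inactives mirror those of a sister screen read the other way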
Target sequence (P33261 whole entry, looked up): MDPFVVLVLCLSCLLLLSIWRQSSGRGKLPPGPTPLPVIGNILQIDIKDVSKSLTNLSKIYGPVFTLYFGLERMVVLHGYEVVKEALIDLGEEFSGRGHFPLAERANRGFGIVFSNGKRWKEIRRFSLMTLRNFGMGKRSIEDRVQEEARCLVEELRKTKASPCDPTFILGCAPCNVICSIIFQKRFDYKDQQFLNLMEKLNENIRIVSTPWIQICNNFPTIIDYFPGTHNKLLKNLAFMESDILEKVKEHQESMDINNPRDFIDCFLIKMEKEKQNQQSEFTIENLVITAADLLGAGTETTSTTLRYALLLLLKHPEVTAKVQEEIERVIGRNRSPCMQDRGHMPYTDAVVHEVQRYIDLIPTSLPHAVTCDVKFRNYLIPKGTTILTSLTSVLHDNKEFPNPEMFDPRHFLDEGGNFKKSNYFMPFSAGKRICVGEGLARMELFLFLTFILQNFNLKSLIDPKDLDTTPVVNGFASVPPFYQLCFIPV
PLK1 kinase inh: inhibitors of human PLK1 kinase; P53350; recombinant PLK1 kinase, TR-FRET peptide phosphorylation; inhibition, % at 10 µM; 97,000 tested, 0.53% active; AID 619;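 active = inhibition of 50% or more in the single-concentration screen; inactive = inhibition below 50%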;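 note: 0% = DMSO max control and 100% = H-89 dihydrochloride min control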
Rev-RRE block: inhibitors of HIV-1 Rev-RRE RNA interaction; P05866; Rev peptide-RRE RNA binding, FRET; inhibition, % at 8 µM; 97,000 tested, 0.79% active; AID 704;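 active = inhibition above the screen-wide mean plus 3 SD, cut at about 35% in these data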;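 note: 0% = median DMSO wells and 100% = median Neomycin B control wells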
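Test system – labelled RRE RNA duplex and labelled Rev peptide · Reagent – labelled Rev peptide · Doses – one concentration, 8 µM nominal · Incubation – 5 + 15 min at 25 °C · Signal – FRET fluorescence readout · Read-out basis – % inhibition of FRET ratio versus controls · Control set – DMSO wells as 0% and neomycin B wells as 100% inhibition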
CYP2C19 inhib: inhibitors of human CYP2C19; P33261; CYP2C19 Supersomes, luciferin-H EGE luminescence, 30 min; inhibition, % at 5 µM; 96,000 tested, 21% active; AID 778;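 active = CYP2C19 inhibition above a set limit at 5 µM in the primary screen, cut at about 50% in these data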;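 note: plate controls were negative control wells for no effect and 2.5 mM tranylcypromine positive control for full effect; values of inactives mirror those of a sister screen read the other way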
PLAP act: activates human placental alkaline phosphatase; P05187; purified PLAP enzyme, luminescent substrate read-out; active compounds read high; activation fold at 20 µM; 96,000 tested, 1.2% active; AID 696; in the data active = activation fold above about 2
The depositor's hits bear a star; nt = no result given; [ ] = another dose, or the depositor's remark.

SMILES	CYP2C9 inh	EphB4 antag	PLK1 PBD inh	CYP2C9 act	CYP2C19 activ	PLK1 kinase inh	Rev-RRE block	CYP2C19 inhib	PLAP act
COc1ccccc1NS(=O)(=O)c1cc([N+](=O)[O-])ccc1N/N=C/c1c(C)[nH]c2ccccc12	32	2	7	0.7	0.7	-9	66*[fluorescence artefact?]	28	1.1
Cc1ccc(NC2=NCC(=O)N2c2ccc3c(c2)OCCO3)c(C)c1	nt	14	-4	nt	nt	-7	7	nt	nt
COC(=O)CCCC(=O)Nc1ccc(Cl)c(Cl)c1	nt	4	-5	nt	nt	-14	2	nt	nt
O=C(NNC(=O)c1ccccc1F)c1cccc(Cl)c1	-17	4	-10	1.2	0.9	-12	9	10	1.4
CC(C)(C)NC(=O)C(c1ccccc1F)N(Cc1ccco1)C(=O)c1csnn1 (stereo unspecified)	-4	10	-15	1	0.8	0	4	16	1
CN=C(Nc1ccc(Cl)cc1)c1cccc(C(F)(F)F)c1	23	-6	-30	0.8	0.3	-14	10	74*	1.1
CCN(CC)C(=O)Cn1c(=O)n(-c2ccccc2)c(=O)n1CC(=O)N(CC)CC	-10	-9	-7	1.1	1	10	4	5	0.9
O=c1c2cc3c(cc2[nH]c(=S)n1CCN1CCOCC1)OCO3	17	1	10	0.8	1	-14	5	-4	1
Cc1ccc(C)c(-n2c(SCC(=O)N3CCCC3)nnc2-c2ccccn2)c1	14	2	-32	0.9	1	-4	4	-3	1.3
O=C(Nc1nc2ccccc2s1)c1cc2c(s1)-c1ccccc1OC2	17	2	53*	0.8	0.8	-16	13	22	1.2
O=C1/C(=C/c2cccc(F)c2)CSc2sccc21	54*	3	-21	0.5	0.7	-8	5	26	1
Cc1cc(C)c(C)c(S(=O)(=O)Nc2ccc(O)cc2)c1C	-17	-4	17	1.2	0.5	-13	0	51*	0.9
C#CCn1c(=NC(=O)c2ccc(Br)s2)sc2cccc(OC)c21	-72	2	14	1.7	1	-16	5	1	1.3
O=C(COC(=O)c1ccccc1NCc1ccco1)Nc1ccc2c(c1)OCO2	41	-1	14	0.6	1	-11	7	0	0.9
CC(NC(=O)C(=O)NN=C1CCCCCCC1)c1ccccc1 (stereo unspecified)	-7	2	17	1.1	1.1	-13	5	-7	1.4
Cc1ccccc1C(=O)NC1CCN(Cc2nnnn2Cc2ccc(F)cc2)CC1	-9	-3	34	1.1	1.2	-4	4	-16	1.3
C=CCn1c(NCc2ccccc2)nc2ccccc21	-1	-4	9	1	0.6	-14	3	35	1
CC(C)(C)C(=O)/C(=C\c1ccc([N+](=O)[O-])cc1)n1cncn1	nt	-3	5	nt	nt	-7	-1	nt	nt
Nc1cccc(Cl)c1N1CCOCC1	0	5	13	1	0.9	-2	6	11	1.1
COc1ccc(-c2c(N)nnc3c2[nH]c2ccccc23)cc1OC	25	-2	16	0.7	1	-9	8	0	1.1
N#CCCNC(=O)CCN1CCCCC1	-15	-8	-10	1.2	0.9	-11	5	12	0.8
O=C(NNC(=O)c1ccccc1[N+](=O)[O-])c1cnccn1	3	7	9	1	1.1	-10	1	-11	nt
CCN(CC)S(=O)(=O)c1ccc(S(=O)(=O)N2CCN(C(=O)c3ccco3)CC2)cc1	nt	1	-16	nt	nt	-9	0	nt	nt
CCOCCCNC(=O)CN1C(=O)C(CC)Oc2ccccc21 (stereo unspecified)	-7	-7	13	1.1	0.8	-11	7	18	0.9
CC1=C(C(=O)Nc2cccnc2)C(c2ccccn2)n2nnnc2N1 (stereo unspecified)	6	-3	7	0.9	1.1	-8	4	-5	1.2
CCOC(=O)N1CCN(Cc2nc(-c3ccc(C)cc3)no2)CC1	6	1	-13	0.9	1	-8	10	1	1.2
COc1ccc2[nH]c(=O)c(CN(Cc3ccc(C)cc3)Cc3nnnn3CC3CCCO3)cc2c1 (stereo unspecified)	84*	12	-18	0.2	0.4	-6	0	60*	1.1
O=C(NCCN1CCN(c2ccccc2)CC1)c1cccn2c(=O)c3cc(Cl)ccc3nc12	64*	nt	nt	0.4	0.6	nt	nt	39	1.6
CC(=O)Nc1ccc(S(=O)(=O)Nc2cccc(NC(=O)C(C)(C)C)c2)cc1	59*	3	-3	0.4	0.7	-6	3	32	1.1
COc1cccc(OC)c1C(=O)Nc1ccc2c(c1)OCCO2	-2	8	-4	1	0.9	-6	5	12	1

Limited to EphB4 antag, for 2 of the compounds above:
structure,EphB4 antag
CC1=C(C(=O)Nc2cccnc2)C(c2ccccn2)n2nnnc2N1 (stereo unspecified),-3
CCOC(=O)N1CCN(Cc2nc(-c3ccc(C)cc3)no2)CC1,1

The list continues.
SMILES	CYP2C9 inh	EphB4 antag	PLK1 PBD inh	CYP2C9 act	CYP2C19 activ	PLK1 kinase inh	Rev-RRE block	CYP2C19 inhib	PLAP act
CCOC(=O)c1c2c(n(C)c1COC)C(=O)C(=O)c1ccc(Br)cc1-2	nt	4	12	nt	nt	-8	12	nt	nt
c1cc2c(cc1Cn1cnnn1)OCO2	56*	nt	nt	0.4	0.9	nt	nt	15	1.1
CC1=C(C(=O)OCc2ccccc2)C(c2ccc(N3CCOCC3)cc2)NC(=O)N1 (stereo unspecified)	44	1	-14	0.6	0.7	-1	5	29	1.5
CCc1ccc(S(=O)(=O)Nc2ccc(-c3nc4cccnc4s3)cc2)s1	27	4	26	0.7	1.1	2	8	-14	1.5
Cc1cc(C)nc(NC(=O)c2c(-c3c(Cl)cccc3Cl)noc2C)n1	15	3	-15	0.8	1	-17	-1	0	1.1
COc1cc(OC)cc(-n2nnnc2SCC(=O)Nc2ccc(C(C)=O)cc2)c1	21	3	-37	0.8	1	-8	4	2	0.9
CCc1cccc(CC)c1N(COC)C(=O)Cn1nnc2ccccc21	100*	8	-2	0	0.2	-6	10	82*	1.5
C=CCOc1ccc(/C(CC)=N/O)c(OC)c1	0	-4	13	1	0.9	-5	7	6	0.9
Cc1ccc(S(=O)(=O)NC(C)C(c2cccs2)N2CCN(C)CC2)cc1 (stereo unspecified)	nt	-3	26	nt	nt	-7	0	nt	nt
C/C(=N\O)C1(C)N(O)C(C)(C)C(c2ccc(Br)cc2)=[N+]1[O-] (stereo unspecified)	-5	nt	nt	1	1.2	nt	nt	-16	1.5
O=S(=O)(c1cccc(F)c1)N1CCN(Cc2ccc3c(c2)OCO3)CC1	86*	-2	-3	0.1	0.1	-42	7	91*	1
OCCn1c(SCCOc2ccccc2F)nc2ccccc21	52*	4	-20	0.5	0.1	-7	10	94*	0.8
COCCCNC(=S)NC1CC2CCCC(C1)N2Cc1cccs1 (stereo unspecified)	14	-2	12	0.9	1	5	3	1	1.2
CCC1(CC)Cc2ccccc2-c2nc3ccccc3c(=O)n21	19	-4	-7	0.8	0.9	-9	9	13	1.1
COC(=O)c1ccccc1NC(=S)NC(=O)COc1ccc(C)cc1	nt	1	20	nt	nt	-8	4	nt	nt
CCOc1ccc(NC(=O)Cn2nnc(C(=O)NCc3ccccc3OC)c2N)cc1	-113	3	0	2.1*	0.9	3	0	12	0.8
CCS(=O)(=O)Nc1ccc(NC(C)=O)cc1	-8	1	6	1.1	1.1	-19	10	-12	1.2
COc1ccc(C(=O)NCC(=O)OC2CCCCC2=O)cc1 (stereo unspecified)	0	2	-15	1	0.2	-14	3	81*	1
COc1ccc(-c2nn3c(COc4ccccc4)nnc3s2)cc1OC	58*	nt	nt	0.4	0.7	nt	nt	28	1.4
CCCS(=O)(=O)c1snnc1C	8	-1	3	0.9	1.1	-9	8	-10	1.4
CC1CN(c2nc3ccccc3nc2C(C#N)C(=O)NC2CCCCC2)CC(C)O1 (stereo unspecified)	47	nt	nt	0.5	0.7	nt	nt	26	1.3
C/C(N)=C(/C#N)C(=O)COC(=O)CC12CC3CC(CC(C3)C1)C2	81*	0	-16	0.2	0.2	-37	21	78*	1
Cc1cccc(CSc2nncc(=O)[nH]2)c1	28	-8	7	0.7	1	-8	0	-1	1.3
CCOC(=O)C1=C(C)NC2=C(C1c1ccc([N+](=O)[O-])cc1)S(=O)(=O)c1ccccc12 (stereo unspecified)	62*	4	4	0.4	0.9	-7	1	6	1.1
Cc1ccccc1NC(=O)CN(C)S(=O)(=O)c1cccc2cccnc12	88*	3	-28	0.1	0.3	-5	6	72*	1.3
COc1cc2c(cc1OC)CN(Cc1nc3ccsc3c(=O)[nH]1)CC2	16	9	-3	0.8	1	-15	15	3	1.4
C/C(N)=C(/C#N)C(=O)CSc1nnc(-c2ccccc2Br)o1	-13	3	-7	1.1	0	0	5	96*	0.8
CCOC(=O)C1(S(=O)(=O)c2ccccc2)CCN(Cc2ccc(Cl)cc2)CC1	30	3	-1	0.7	0.5	-11	9	46	1.4
COc1ccc2c(c1OC)CCC2=O	nt	3	-12	nt	nt	-8	10	nt	nt
O=C(NC1CCCC1)c1ccc2nc(-c3ccco3)c(-c3ccco3)nc2c1	59*	-3	37	0.4	0.8	4	2	22	1.3
Cc1cccc(N2CCN(C(=O)c3cc4n(n3)C(C(F)(F)F)CC(c3ccco3)N4)CC2)c1C (stereo unspecified)	88*	-7	31	0.1	1	1	-2	1	1.2
Cc1cc(C)cc(OCC(=O)O/N=C(\N)c2ccccn2)c1	10	-4	-11	0.9	0.8	4	0	19	1.1
CC(C)CNC(=O)c1cccc(NC(=O)c2ccco2)c1	6	8	-16	0.9	1	-12	10	-4	0.7
Cc1cc(C=O)c(C)n1-c1cc(C(F)(F)F)ccc1N1CCOCC1	21	-4	-8	0.8	0.1	-20	3	92*	1.1
COc1ccc(-c2nnn(CC#N)n2)cc1OC	62*	-11	-12	0.4	0.2	-3	12	84*	0.8
CCOc1ccc(-n2c(SCC(=O)Nc3ccc4c(c3)OCO4)nc3c(c2=O)SCC3)cc1	59*	nt	nt	0.4	0.7	nt	nt	33	1.4
CCOC(=O)c1c(C)nc2c(c1-c1ccccc1)C(=O)c1ccccc1-2	27	-1	-15	0.7	0.6	-4	0	41	1
NC(=O)CCN(Cc1ccccc1)S(=O)(=O)c1ccccc1	14	3	-6	0.9	0.5	-3	1	48	0.9
C=CCn1c(Cc2c[nH]c3ccccc23)n[nH]c1=S	32	-12	-8	0.7	0.4	-11	3	62*	1.6
Cc1ccc(C(=O)Nc2ccc(CC(=O)O)cc2)o1	0	3	7	1	0.9	-3	12	8	1
Cc1cc(=O)n2cc(-c3ccccc3)nc2[nH]1	16	-8	12	0.8	0.8	-8	5	17	1
Cc1ccc(-c2nn3c(C)nnc3s2)cc1NC(=O)c1ccc(Br)o1	-43	-8	-24	1.4	0.9	4	-3	13	1.2
CCOC(=O)c1sc(=S)n2c1[nH]c(=O)c1ccc(C(=O)OC)cc12	42	2	13	0.6	1	-19	9	-1	1
CCCCC(CCC(=O)Nc1ccc(C(=O)OC)cc1)C(=O)O (stereo unspecified)	nt	3	-24	nt	nt	-14	-1	nt	nt
O=C(Cn1c(=O)oc2cc(S(=O)(=O)N3CCCCC3)ccc21)N1CCc2ccccc21	-69	2	-5	1.7	1.1	0	17	-12	0.8
CC(=O)C1C(c2ccccc2Cl)NC(=O)NC1(O)C(F)(F)F (stereo unspecified)	14	-5	8	0.9	0.8	-7	3	18	0.9
